# TR SRC2 fluor cs: alters Texas Red total fluorescence, flagging assay interference; TRb/SRC2 Texas Red total fluorescence interference; Potency, µM (titrated, usually from 106 µM), without a hit: top-dose fluorescence change, negative = quenching; hit rate 0.29% among 280,000; active = well fitted curve in either direction with a large enough effect; inconclusive = small, poorly fitted or top-dose-only effect; also: potency is read from the fitted curve at half-maximal effect; % is scaled to controls: 0 for no effect and ±100 for the full control effect
#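 Flags fluorescent or light-absorbing compounds by total fluorescence, S + 2P, at 555 nm excitation and 632 nm emission. Mixture: 20 nM Texas Red SRC2 peptide, 0.6 uM human TRb LBD, 1 uM T3, 5% DMSO; compound exposure 5 h at ambient temperature.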
# TRb-SRC2 inh: disrupts binding of human TR beta to SRC2; P10828; TRbeta-SRC2 peptide binding, fluorescence polarization; receptor liganded with 1 µM T3; Potency, µM (top dose mostly 106 µM), for the others: at the top dose activity change, negative = inhibition, most hits filed as inhibitors; hit rate 0.065% among 280,000; AID 1469;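 also: potency is read from the fitted curve at half-maximal effect; plate controls were bound peptide for no effect and peptide without receptor for full effect; nearly all actives have a fitted effect of over 50% in size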
# Target sequence (P10828 whole entry, looked up): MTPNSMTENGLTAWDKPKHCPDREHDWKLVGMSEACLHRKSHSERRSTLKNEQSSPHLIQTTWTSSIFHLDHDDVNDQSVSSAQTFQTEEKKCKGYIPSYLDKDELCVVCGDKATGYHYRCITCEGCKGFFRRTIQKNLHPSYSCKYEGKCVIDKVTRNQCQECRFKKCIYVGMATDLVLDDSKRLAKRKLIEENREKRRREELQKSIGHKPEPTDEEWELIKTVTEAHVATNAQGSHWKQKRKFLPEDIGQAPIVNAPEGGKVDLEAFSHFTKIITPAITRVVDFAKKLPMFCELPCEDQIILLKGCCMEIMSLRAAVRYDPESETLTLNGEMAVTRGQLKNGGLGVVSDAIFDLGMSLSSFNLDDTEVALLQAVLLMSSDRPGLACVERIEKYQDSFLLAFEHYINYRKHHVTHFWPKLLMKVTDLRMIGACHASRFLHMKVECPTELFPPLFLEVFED
#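 Human TRb LBD (0.6 uM) plus Texas Red-labeled SRC2 peptide (20 nM), 1uM T3, 5% DMSO, 5 hr at ambient temperature. Decreased polarization (555/632 nm) flags inhibition; data normalized to free and bound peptide controls.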
# NPSR antag: neuropeptide S receptor (human) antagonism, cAMP; Q6W5P4; CHO-NPSR cells, cAMP TR-FRET, antagonist mode; Potency, µM (doses to about 38.3 µM), without a hit: top-dose activity change, negative = inhibition, hits mostly inhibitors; hit rate 1% among 220,000; AID 1461; also: potency is read from the fitted curve at half-maximal effect; % is scaled to controls: 0 for no effect and ±100 for the full control effect; nearly all actives have a fitted effect of over 50% in size; many of its hits are not listed in these tables
# Target sequence (Q6W5P4 whole entry, looked up): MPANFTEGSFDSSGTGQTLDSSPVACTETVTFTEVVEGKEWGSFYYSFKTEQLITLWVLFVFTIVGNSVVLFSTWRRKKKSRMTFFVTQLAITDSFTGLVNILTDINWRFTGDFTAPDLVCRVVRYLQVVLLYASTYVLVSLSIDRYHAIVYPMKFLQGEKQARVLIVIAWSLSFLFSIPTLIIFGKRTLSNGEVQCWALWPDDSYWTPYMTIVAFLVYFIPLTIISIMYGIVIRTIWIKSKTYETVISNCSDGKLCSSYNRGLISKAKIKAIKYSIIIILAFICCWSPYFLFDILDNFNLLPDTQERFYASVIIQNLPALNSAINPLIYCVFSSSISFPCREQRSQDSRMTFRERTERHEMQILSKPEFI
# GLA spleen mod: inhibits or activates alpha-galactosidase in human spleen homogenate. P06280. human spleen homogenate, 4MU-alpha-Gal fluorescence, 40 min. Potency, µM (series often up to 80 µM), inactives show top-dose activity change, negative = inhibition, most hits filed as inhibitors. hit rate 0.008% among 240,000. AID 2107;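 also: potency is read from the fitted curve at half-maximal effect; 0% = enzyme with vehicle and -100% = no enzyme basal signal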
#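 Human spleen homogenate (1 ug) was the enzyme source, with 4-methylumbelliferyl-alpha-D-galactopyranoside (1 mM final) in pH 5.0 citrate buffer with 0.01% Tween-20. Compounds were titrated; after 40 min at 37C, NaOH/glycine stop, 4-MU fluorescence read; AC50 from Hill fits.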
# Tau FP inhib: blocks human tau fibril formation measured by polarization; Potency, µM (series often up to 57.7 µM), inactives show top-dose activity, negative = inhibition, most hits filed as inhibitors; P10636; K18 P301L tau heparin fibrillization, Alexa594 FP, 6 h; hit rate 0.39% among 280,000; also: potency is read from the fitted curve at half-maximal effect; % is scaled to controls: 0 for no effect and ±100 for the full control effect; nearly all actives have a fitted effect of over 55% in size
# Target sequence (P10636 561-689 P618L limits assumed): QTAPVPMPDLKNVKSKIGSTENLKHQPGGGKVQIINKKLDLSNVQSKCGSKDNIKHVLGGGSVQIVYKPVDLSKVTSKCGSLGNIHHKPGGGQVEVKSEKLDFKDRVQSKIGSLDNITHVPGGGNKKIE
#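 Read-out: fluorescence polarization of Alexa 594-labeled tau (0.24 uM), 555 nm excitation, 632 nm emission. Mixtures held 15 uM unlabeled K18 P301L, compound and 20 uM heparin, pH 7 acetate buffer, incubated 6 hr at 37 C.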
# Tau fluor cs: counter-screen for tau fibril formation inhibitors | tau K18 P301L (four-repeat tau fragment) Alexa594 fluorescence, heparin fibrillization | Potency, µM (top dose mostly 57.7 µM), for inactives: top-dose activity change, negative = decrease | hit rate 0.93% among 280,000 | AID 1463; also: potency is read from the fitted curve at half-maximal effect; % is scaled to controls: 0 for no effect and ±100 for the full control effect; nearly all actives have a fitted effect of over 55% in size
#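 Human K18 P301L tau (15 uM unlabeled plus 0.24 uM Alexa 594-labeled, final) in 100 mM sodium acetate pH 7 was mixed with compound and 20 uM heparin and incubated 6 hr at 37 C.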
# CBFb-RUNX1 inh: CBF-beta/RUNX1 interaction disruption; AID 1477; Potency, µM (top dose mostly 59.8 µM), for inactives: at the top dose activity, negative = inhibition, usual class: inhibitors; 230,000 tested, under 10 active; Q01196+Q13951; AlphaScreen CBFb-His/RUNX1-biotin binding, biochemical; also: % of control where 0% means no effect
#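 Compounds were screened at multiple concentrations against a preformed CBF-beta(His)/RUNX1(biotin) complex (30 nM of each) for 15 min at room temperature, followed by 90 min with nickel and streptavidin beads and AlphaScreen reading.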
# Epigenetic derep: regulators of epigenetic silencing causing reporter derepression in mouse cells | Potency, µM (top dose mostly 53.9 µM), for inactives: at the highest dose GFP activation, most hits filed as activators | murine LDR cells, GFP reporter derepression, 30 h | hit rate 0.2% among 280,000; also: potency is read from the fitted curve at half-maximal effect; % of control where 0% means no effect; nearly all actives have a fitted effect of over 60% in size
#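 GFP-positive cell count by laser-scanning cytometry (objects 20–120 um) after 30 h, 37 C compound exposure of murine LDR cells; reporter is CMV-GFP integrated at a silenced locus, inducible by HDAC or DNMT inhibitors.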
# * marks the source's active call; other numbers are inactive results; ? = inconclusive; · = not tested or not shown; [ ] = another dose, or the depositor's remark. Unless noted, calls follow the shape of the dose curve; as a rule, active = well fitted curve in the direction sought with a large enough effect; inconclusive = small, poorly fitted or top-dose-only effect, or another doubt; inactive = no such curve, though single readings can be large; an effect the other way counts as inactive or inconclusive.
canonical_smiles	TR SRC2 fluor cs	GLA spleen mod	NPSR antag	CBFb-RUNX1 inh	Epigenetic derep	Tau fluor cs	TRb-SRC2 inh	Tau FP inhib
O=C(c1ccc(OC2CCN(C(=O)C3CC3)CC2)cc1)N(CCO)Cc1ccccc1	-2%	6%	20%	8%	0.1%	-11%	1%	-1%
N#C/C(=C/c1cccn1-c1cccc(C(=O)O)c1)c1ccc(Cl)cc1	-2%	-7%	-14%	?	0.0%	-16%	1%	-5%
Cc1cccc(CSCc2nnc(N)s2)c1	-1%	-3%	2%[46.1 µM]	-6%	-0.9%	-21%	-21%	-14%
COC(=O)CCC(=O)Nc1cccc(Cl)c1	2%	-5%	4%[46.1 µM]	-5%	-3.0%	-11%	-10%	-4%
Cc1ccc(Cl)cc1NC(=O)CSC1=Nc2ccccc2C2=NC(Cc3ccccc3)C(=O)N12 (stereo not given)	0%	·	·	·	-0.9%	-21%	-4%	-2%
O=C(Nc1ccc(N2CCOCC2)c(Cl)c1)c1ccco1	0%	7%	-10%[46.1 µM]	2%	-1.0%	-16%	5%	0%
COc1ccc2c(C)cc(SC3CCOC3=O)nc2c1 (stereo not given)	-4%	-8%	-10%	4%	1.1%	-6%	4%	-4%
CCc1nc(N2CCN(Cc3ccc4c(c3)OCO4)CC2)c2oc3ccccc3c2n1	0%	-3%	?	-15%	0.0%	-15%	-7%	-3%
S=c1[nH]nc(-c2ccncc2)n1/N=C/c1ccccc1	-7%	1%	-8%[46.1 µM]	5%	1.0%	-6%	0%	-3%
CC1CCC(C(C)C)C(OC(=O)C[n+]2cccc(C(N)=O)c2)C1 (stereo not given)	-1%	3%	3%[46.1 µM]	6%	-1.1%	-2%	-1%	-7%
Cc1ccc(S(=O)(=O)N[C@@H](CC(C)C)C(=O)NCc2ccco2)cc1	1%	7%	-4%[46.1 µM]	1%	-1.0%	-3%	-1%	-2%
CC(N=Cc1cc([N+](=O)[O-])ccc1O)c1ccccc1 (stereo not given)	-3%	-3%	11%	-5%	0.0%	7%	-2%	-7%
O=C(NCCCN1CCOCC1)c1ccc([N+](=O)[O-])cc1[N+](=O)[O-]	0%	-7%	28%	1%	9.5%	-12%	3%	-3%
Cc1ccc(NC(=O)c2sc3ncn(Cc4cccc(F)c4)c(=O)c3c2C)c(Br)c1	-3%	·	·	·	-1.1%	-22%	-10%	-11%
O=c1c2ccccc2[nH]c(=S)n1Cc1cccs1	-1%	-3%	-23%	-1%	19%	-9%	-3%	-8%
CCc1cccc(NC(=O)Cn2c(C(=O)OC)cc3sc(Cl)cc32)c1	-11%	·	·	·	16%	-20%	-3%	?
CNS(=O)(=O)c1ccc2ccccc2c1	-8%	6%	-23%	8%	0.0%	-4%	-8%	-1%
Cc1noc(/C=C/c2ccccc2F)c1S(=O)(=O)N1CCC(C(=O)N(C)Cc2ccco2)CC1	0%	·	·	·	-1.7%	0%	-2%	0%
Cc1ccc(/C=C/c2onc(C)c2S(=O)(=O)N2CCC(C(=O)NCc3ccc(OC(C)C)cc3)CC2)cc1	1%	·	·	·	-1.7%	-1%	1%	-11%
COc1ccccc1OC(C)C(=O)O (stereo not given)	2%	-3%	-1%[46.1 µM]	-6%	0.0%	2%	-13%	-2%
O=C(O)c1c2c(nc3ccc(S(=O)(=O)N4CCC(C(=O)NC5CCCC5)CC4)cc13)CCCCC2	1%	10%	6%[46.1 µM]	1%	-0.8%	-4%	-4%	-9%
O=C(O)c1ccc(Nc2nc(-c3ccccc3)c3ccccc3n2)cc1	0%	0%	-28%	8%	-0.1%	-5%	8%	0%
O=C(CN1C(=O)C2CC=CCC2C1=O)NC1=NCCS1 (stereo not given)	-2%	0%	4%[46.1 µM]	1%	0.0%	-3%	-1%	-10%
CCCCC1(CC(=O)OCC)C(=O)N(c2ccccc2)N(c2ccccc2)C1=O	-3%	-15%	-6%	11%	-2.0%	-10%	-4%	-9%
Cc1cccc(C)c1N1C(=O)c2ccccc2C1=O	0%	-3%	-6%[46.1 µM]	3%	1.7%	-7%	-1%	-5%
Cc1ccc(S(=O)(=O)c2ccc(Cl)cc2)cc1S(=O)(=O)NC(C)C(=O)O (stereo not given)	0%[53 µM]	-6%	16%	8%	0.0%	9%	-3%[53 µM]	1%
COc1ccc(NC(=O)C2CCCO2)cc1OC (stereo not given)	-2%	3%	-28%[46.1 µM]	2%	-2.8%	-13%	-5%	0%
CCN(CC)CCN1C(=O)C(=O)/C(=C(/O)c2c(C)[nH]c(C(=O)OC)c2C)C1c1cccs1 (stereo not given)	4%	4%	-4%[46.1 µM]	-10%	-4.3%	-3%	-10%	-1%
Cc1cc(C)cc(NC(=O)c2cc(S(=O)(=O)N3CCOCC3)cn2C)c1	-1%	·	·	·	1.4%	3%	-5%	-11%
O=C(c1ccc2nccnc2c1)N1CCN(Cc2ccc3c(c2)OCO3)CC1	0%	5%	-3%[46.1 µM]	2%	1.0%	-2%	-13%	-1%
Cc1ccc2oc(-c3cc(NC(=O)c4cccs4)cc(C)c3O)nc2c1	8%	·	·	·	0.0%	-29%	10%	-10%
COC(=O)c1[nH]c2ccc(C)cc2c1NC(=O)Nc1ccccc1OC	0%	8%	-22%[46.1 µM]	6%	-1.9%	?	-2%	12%
CN(C(=O)COC(=O)CNC(=O)c1sc2ccccc2c1Cl)c1ccccc1	0%	-5%	-11%	1%	0.0%	-6%	-1%	2%
COc1ccc(Cn2c(CCC(=O)Nc3cc(C)cc(C)c3)nc3cccnc32)cc1	1%	·	·	·	1.2%	-5%	-4%	-10%
CN(C)CCCN(C(=O)c1ccc(S(=O)(=O)N(C)C)cc1)c1nc2cc3c(cc2s1)OCO3	-1%	3%	-25%	1%	-2.9%	-3%	1%	-1%
COC(=O)c1ccc(NS(=O)(=O)c2ccc3c(c2)oc(=O)n3C)cc1	0%	-2%	-8%[46.1 µM]	0%	1.4%	-5%	-6%	-8%
Cc1ccc2cc(CCNC(=O)c3ccco3)c(=O)[nH]c2c1C	-5%	0%	14%	-5%	0.0%	-2%	6%	-2%
COc1ccc(C(=O)NC(=O)COC(=O)c2ccc3ncsc3c2)cc1	0%	-16%	-21%	1%	-0.1%	-5%	3%	5%
Cc1cc(C)c(S(=O)(=O)Nc2ccccc2C(F)(F)F)c(C)c1	-1%	-1%	·	-1%[21.7 µM]	0.3%	-21%	3%	-6%
CC/C(=C\C1CCCCC1)C(NP(=O)(c1ccccc1)c1ccccc1)c1ccccc1 (stereo not given)	-1%	14%	?	6%[2.36 µM]	5.3%	-9%	5%	10%
COc1cc(OC)c(C(=O)NC2CC(C)(C)NC(C)(C)C2)cc1OC	-5%	3%	0%[46.1 µM]	12%	-4.8%	3%	-13%	-7%
COc1ccc(-c2c(N)n[nH]c2C)cc1OC	-4%	7%	-9%	1%	-1.3%	-6%	-3%	-5%
COc1ccc([N+](=O)[O-])cc1NC(=O)COC(=O)c1ccccn1	-2%	-29%	4%	?	-1.3%	-6%	-1%	2%
CC(=O)NC(=S)Nc1ccc([N+](=O)[O-])cc1C	-1%	-6%	13%	4%	-6.1%	1%	4%	-3%
Cc1ccc(-n2cc(CN(C)Cc3ncc[nH]3)c(-c3cccc(C)c3)n2)cc1	-2%	-6%	-49%	-3%	5.2%	10%	2%	-2%
COc1cc(C)ccc1OCCSc1nc2ccc(NC(=O)c3ccco3)cc2s1	4%	·	·	·	1.6%	?	10%	?
Clc1cnc2nc(SC/C=C/c3ccccc3)[nH]c2c1	-2%	0%	11%	15%	-2.8%	3%	6%	-20%
CC(C)Cc1nc(SCC(=O)Nc2nnc(CC(C)C)s2)n[nH]1	-1%	0%	13%	2%	0.0%	·	-10%	·
Cc1cc(CN2CCN(c3cccc(C)c3C)CC2)cs1	1%	·	·	·	-3.0%	-19%	-1%	4%
Nc1c(C(=O)NCc2ccc3c(c2)OCO3)c2nc3ccccc3nc2n1CCCN1CCOCC1	-6%	?	-7%[46.1 µM]	?	0.7%	?	-4%	3%
CCOC(=O)COc1ccc(S(=O)(=O)N2CCc3ccccc3C2)cc1	1%	8%	-25%[46.1 µM]	22%	-2.3%	-19%	4%	-2%
COC(=O)c1ccnc(/C=N/O)c1	-6%	6%	1%[46.1 µM]	-10%	-0.8%	2%	1%	-1%
CCN1C(=O)c2ccccc2S(=O)(=O)c2ccc(C(=O)NCc3ccccc3Cl)cc21	1%	·	·	·	-1.1%	-27%	-6%	-3%
c1ccc(CCN(Cc2ccccc2)Cc2nc(C3CC3)no2)cc1	0%	2%	30%	?	-2.7%	3%	-7%	5%
CCO/C=C1/C(=O)N(Cc2ccccc2)C(=O)c2ccccc21	-3%	0%	9%	27%	1.1%	-5%	4%	-5%
CC(=O)Oc1ccc(S(=O)(=O)c2ccc(OC(C)=O)cc2)cc1	2%	-2%	1%	1%	0.2%	-10%	-4%	-4%
Cc1cc(-c2nc3cccnc3s2)ccc1NS(=O)(=O)c1ccc2c(c1)OCCO2	-1%	?	-11%[46.1 µM]	0%	0.0%	-29%	-2%	-6%
CCCCCCNC(=O)CCc1c(C)nc2nc(-c3cc(OC)cc(OC)c3)nn2c1C	-1%	·	·	·	0.0%	-15%	1%	-6%
CC(C)C(C(=O)O)N1C(=O)/C(=C/C=C/c2ccco2)SC1=S (stereo not given)	?	-21%	-17%[46.1 µM]	?	-0.8%	?	-9%	25µM*
Cc1ccsc1/C=N/n1c(-c2cc(-c3ccccc3)n[nH]2)n[nH]c1=S	0%	2%	?	-6%	-0.2%	?	0%	-12%

# Screens deposited in PubChem by National Center for Advancing Translational Sciences (NCATS).

# Not all compounds are listed; rates above refer to the full screens.
